# High-throughput results: PubChem BioAssay, National Center for Advancing Translational Sciences (NCATS)
# Imprint erasure: induces erasure of genomic imprints in mouse ES cells; Potency, µM (titrated, usually from 60.7 µM), without a hit: at the top dose activity change, positive = activation, hits mostly activators; 0.02% of 110,000 active; mouse ES Peg3-LacZ reporter, beta-gal luminescence, 40 h; AID 1948;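 further: 0% = negative control wells on the plate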
#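 Readout: BetaGlo luminescence (5 min, room temp) for LacZ from the normally silent maternal Peg3 allele in female Peg3LacZ-Neo ES cells. Cells 300/well, 40 h, 37C, 5% CO2. Data normalized per plate to negative controls.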
# IkB sig inh: IkB pathway inhibition in ABC-DLBCL cells. 0.04% of 110,000 active. ABC-DLBCL IkBa-CBG/CBR dual luciferase ratio, 4 h; response scale: scaled: untreated 0%, proteasome inhibitor 100%. Potency, µM (highest dose often 57.1 µM), for inactives: at the top dose IkBa stabilization activation. AID 445; active means well fitted curve in the direction sought with a large enough effect in the signal ratio, not every such curve was filed as active; inconclusive means small, poorly fitted or top-dose-only effect, or a change in a side signal; the % refers to the signal ratio;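 further: the direction sought is a rising ratio; 0% = basal untreated cells and 100% = reference inhibitor full response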
#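 Luminescence ratio of IκBα-fused green versus native red beetle luciferase in OCI-Ly3 cells, 4 h post-doxycycline with compound; red signal alone, scaled from basal (0%) to zero light (-100%), flagged nonspecific or cytotoxic effects.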
# p53ts 39C tox: cytotoxicity in p53ts cells at nonpermissive temperature. 1.5% of 130,000 active. H1299-p53A138V viability at 39C, ATP luminescence, 24 h. Potency, µM (top dose mostly 46.1 µM), without a hit: at the highest dose activity change, negative = cell killing, hits mostly cytotoxic; further: nearly all actives have a fitted effect of over 55% in size
# p53ts 32C kill: p53ts cell cytotoxicity, permissive temperature. H1299-p53A138V at 32C, ATP luminescence viability, 24 h. Potency, µM (doses to about 46.1 µM), for the others: at the highest dose activity change, negative = cytotoxicity, hits mostly cytotoxic. 0.93% of 130,000 active;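 further: 0% = DMSO and -100% = full killing by reference compound; nearly all actives have a fitted effect of over 55% in size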
#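 Cells: H1299 p53ts (A138V), 600/well, pre-incubated 16–30 h at 37C. Cpd up to 46 uM, 24 h, 32C. Readout: ATPlite luminescence, 20 min RT. Normalization: DMSO vs tamoxifen 100 uM. AC50 by Hill equation.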
# Starred values were filed as active, the others as inactive; u = inconclusive; x = not tested or not shown; [ ] = dose if it differs, or a comment. Unless noted, the call rests on the fitted dose curve; in most records, active means well fitted curve in the direction sought with a large enough effect; inconclusive means small, poorly fitted or top-dose-only effect, or another doubt; inactive means no such curve, though single readings can be large; an effect the other way counts as inactive or inconclusive. Unless noted, on the % scale 0 is the no-effect control and ±100 the full control effect; potency means the concentration at half of the fitted maximal effect.
molecule | Imprint erasure | IkB sig inh | p53ts 39C tox | p53ts 32C kill
CN(C)C(CNC(=O)C1CCCN(C(=O)c2ccc(Cl)cc2)C1)c1ccco1 (stereo unspecified) | -7% | 0.6% | 1% | 4%
Cc1ccc(/C=c2\sc3nc(-c4ccco4)nn3c2=O)o1 | -7% | -1.3% | 3% | -19%
CN1C(=O)Cc2cc(S(=O)(=O)N3CCN(c4ccc(Cl)cc4)CC3)ccc21 | -11%[10.9 µM] | -0.8% | 0% | -6%
CCOc1ccccc1N(C(=O)c1snc(C(N)=O)c1N)C(C(=O)NC1CCCC1)c1ccco1 (stereo unspecified) | 13% | u | 10% | 21%
CCOc1ccc(-n2c(=O)c3c4c(sc3n(CC(=O)Nc3cccc(C(F)(F)F)c3)c2=O)CCCCC4)cc1 | 4%[10.9 µM] | u | -2% | 7%
COc1ccc(N(CC(=O)NC2CCCC2)C(=O)Cn2nnc(-c3ccc(C)cc3)n2)cc1 | x | 3.6% | 4% | 28%
CCCCC(=O)Nc1nnc(SCc2cc(=O)n3cc(C)ccc3n2)s1 | 9%[10.9 µM] | 0.2% | -6% | 3%
CCCCNC(=O)C1COc2ccccc2O1 (stereo unspecified) | -5% | -3.9% | 6% | 0%
O=C(CC(c1ccco1)C1CCCCC1=O)c1ccco1 (stereo unspecified) | 1% | -0.1% | 4% | -4%
COc1ccc(CNC(=O)c2ccc3c(c2)nc2n3CCCCC2)c(OC)c1 | -8%[10.9 µM] | 2.2% | -16% | -2%
Cc1ccc(-c2nnc3sc(-c4ccncc4)nn23)cc1 | -15% | -5.0% | 3% | 1%
Cc1ccc2[nH]c3c(=O)n(CC(=O)NC(C)C)ncc3c2c1 | 10%[10.9 µM] | -2.7% | -4% | 8%
Cc1cc(C(C)(C)C)oc1C(=O)Nc1ccc(CC(=O)O)cc1 | -3% | 2.1% | 2% | -4%
COc1cc2c(cc1OC)C(c1cc3cc4c(cc3[nH]c1=O)OCO4)N(C(=O)C1CC1)CC2 (stereo unspecified) | x | x | 11% | -6%
Cc1ccccc1C(=O)Nc1nnc2n1CCS2 | -11%[10.9 µM] | -0.9% | -9% | -3%
COc1ccc(N2CCN(C(=O)NC3CCCCC3)CC2)cc1 | x | x | 11% | -8%
COc1cc(S(=O)(=O)n2nnc3ccccc32)c(OC)cc1Cl | u | u | 19% | 10%
Cc1ccc(-c2noc(-c3ccc(NCC4CCCO4)c([N+](=O)[O-])c3)n2)cc1 (stereo unspecified) | -10%[10.9 µM] | -2.1% | 26% | -13%
O=C1c2ccccc2-c2c1cccc2C(=O)N1CCCCC1 | x | x | 21% | 1%
Cc1ccc(OCc2nnc(NC(=O)Cc3cccs3)s2)cc1 | 5% | 0.9% | 7% | -3%
CCOC(=O)c1nc2cc3n(c(CC(C)C)c-2c1C)CC(C)=C3C | x | x | 1% | -11%
CCCN(C(=O)Cn1cnc2onc(-c3ccc(F)cc3)c2c1=O)c1cccc(Cl)c1 | 17%[10.9 µM] | -1.0% | -7% | -11%
COc1ccc(CNC(=O)C(=O)Nc2ccc(OC)cc2OC)cc1 | -12%[10.9 µM] | 5.0% | 1% | -2%
CCN(CC)C(=O)C(C)N(C#N)c1nc(NC(C)C)nc(NC(C)C)n1 (stereo unspecified) | -2% | 0.4% | 11% | -1%
CC(C)Oc1ccc(CNC(=O)C2CCN(C(=O)N3CC(C)Oc4ccccc43)CC2)cc1 (stereo unspecified) | -11%[10.9 µM] | u | -24% | -28%
CCC(CC)C(=O)OCc1cc(=O)n2nc(C3CCCCC3)sc2n1 | -11%[10.9 µM] | u | -15% | -8%
CC(C)(C)c1[nH]nc2c1C(Cc1ccccc1)C(C#N)=C(N)O2 (stereo unspecified) | -4% | -0.7% | 9% | 7%
COc1ccc(C(=O)N2CCCCC2)cc1S(=O)(=O)Nc1ccccc1 | -8% | -1.2% | -15% | 12%
CCCn1nc(C(=O)NCCN2CCOCC2)c2ccccc2c1=O | -6% | 0.3% | 2% | 15%
Cc1ccc(S(=O)(=O)NC2=NCN(CCN3CCOCC3)CN2)cc1 | -5% | 1.2% | 18% | 5%
CCCC1C2CN(C(C)C)CC=C2C(C#N)=C(N)C1(C#N)C#N (stereo unspecified) | x | -1.7% | 13% | 0%
CCn1c(-c2cc(OC)c(OC)c(OC)c2)n[nH]c1=S | -6% | 3.0% | 2% | 3%
COc1ccc(C(=O)Oc2c(Sc3ccc(C)cc3)c(C)nn2C(C)(C)C)cc1OC | u | 5.2% | 24% | 4%
CC(=O)OCC(=O)[C@@]1(OC(C)=O)[C@H](C)C[C@H]2[C@@H]3C[C@H](F)C4=CC(=O)C=C[C@@]4(C)[C@]3(F)[C@H](O)C[C@@]21C | -5%[16.8 µM] | 12%[25.6 µM] | 6%[20.6 µM] | 3%[20.6 µM]
CCCC(=O)Nc1nn(C)c2nc3cc(C)ccc3cc12 | -7% | -0.7% | -3% | -4%
O=c1c(N2CCOCC2)nsnc1N1CCOCC1 | 4% | 2.2% | 6% | -2%
CCCn1c(=O)c2ccccc2n2c(SCN3C(=O)c4ccccc4C3=O)nnc12 | -5% | 0.1% | -1% | -8%
COc1cccc(CN(C(=O)c2ccco2)C(C(=O)NC2CCCC2)c2cccnc2)c1 (stereo unspecified) | -8% | 0.3% | -2% | 11%
Cc1noc(C)c1S(=O)(=O)N1CCC(C(=O)NCCN2CCC(C)CC2)CC1 | -17% | 0.3% | -4% | -4%
CC1CC(C(O)c2ccccn2)C(=O)C(C(O)c2ccccn2)C1 (stereo unspecified) | -25% | u | 261%[activator] | 8%
CSc1ccccc1NC(=O)c1cc(-c2cccs2)on1 | -38%[inhibitor] | u | -10% | -19%
COc1ccc(N2C(=O)CSC23C(=O)Nc2ccccc23)cc1OC (stereo unspecified) | 0% | -2.8% | -5% | 12%
Cn1c(=O)n(C)c2cc(N3CCOCC3)c(NC(=O)c3ccc(Cl)cc3)cc21 | -4%[10.9 µM] | 1.0% | 4% | -2%
COc1ccc(N(C(=O)c2ccco2)C(C(=O)NC2CCCC2)c2ccc(N(C)C)cc2)cc1OC (stereo unspecified) | -3% | -0.3% | -8% | 6%
COc1ccc(C(=O)NCCn2cc(SCC(=O)Nc3ccc(C)cc3)c3ccccc32)cc1 | -26%[10.9 µM] | 0.5% | 35%[activator] | 16%
O=C(CN1C(=O)C2(SCC(=O)N2c2ccc(F)c(F)c2)c2ccccc21)NCCc1ccccc1 (stereo unspecified) | 8%[10.9 µM] | 3.5% | -3% | 7%
COc1ccc(N2CCN(Cc3cc(=O)oc4cc(C)c(Cl)c(C)c34)CC2)cc1 | -5% | 3.3% | -5% | 3%
O=c1c2cccc3c(N4CCOCC4)ccc(c32)c2nc3ccccc3n12 | -11% | -0.8% | 15% | 9%
COc1ccc(C(=O)NC2CCN(C(=O)NC3CCCCC3)CC2)cc1 | -10% | -1.2% | 6% | -3%
CCOC(=O)C1CCN(C(=O)CC(NS(=O)(=O)c2ccc(OC)cc2)C(C)C)CC1 (stereo unspecified) | -12% | -0.7% | -8% | 4%
CCc1nc2ccccc2n1CC(C)C(=O)O (stereo unspecified) | x | x | 14% | 8%
CCOC(=O)c1cc(NC(=O)c2ccc(F)cc2)c(=O)n2c1oc1ccccc12 | 4%[10.9 µM] | 5.4% | 19% | -3%
CCn1c(C(=O)NCCCN2CCc3ccccc3C2)cc2sccc21 | x | x | -3% | -2%
COc1ccc2c(c1)CCc1sc(NC(=O)c3cccc(Br)c3)nc1-2 | -8%[10.9 µM] | -1.0% | 13% | 18%
Cc1ccc(CNC(=O)c2ccc(-n3cnc4cccnc43)cc2)cc1 | 29%[10.9 µM] | 0.8% | -12% | 7%
N#Cc1ccc(N2CCN(C(=O)c3cccc(F)c3)CC2)c(F)c1 | -13% | 2.2% | 0% | 5%
O=C(O)CCc1nc2ccccc2[nH]1 | -10%[10.9 µM] | -0.2%[11.4 µM] | 26%[9.22 µM] | 0%[9.22 µM]
COc1cc(NC(=O)c2cc(S(=O)(=O)N3CCc4ccccc43)cn2C)cc(OC)c1OC | -5%[10.9 µM] | u | -11% | 10%
CCn1c(CSc2nc3ccccc3s2)nc2ccccc21 | -15% | u | 12% | -14%
O=C(COC(=O)CNC(=O)c1ccccc1F)Nc1ccc2c(c1)OCCO2 | x | x | 23% | 15%

# The results go on:
molecule | Imprint erasure | IkB sig inh | p53ts 39C tox | p53ts 32C kill
COC(=O)c1nnn(-c2nonc2N)c1CN1CCc2ccccc21 | -16% | 2.8% | 18% | 27%
COc1cccc(C2c3c(oc4ccccc4c3=O)C(=O)N2CCCN2CCOCC2)c1 (stereo unspecified) | -15% | -2.5% | -5% | 4%
Cc1ccc(Cl)cc1N(C)C(=O)c1cc2c(Cl)nc3ccccc3c2s1 | -5%[10.9 µM] | -0.8% | -16% | 13%
Nc1cc(C2CCCC2)nn1-c1ccccc1 | -84%[inhibitor] | 1.2% | u | 13µM*
CCN(CC)c1nc(Nc2ccccc2)nc(Oc2ccc(=O)[nH]n2)n1 | -9% | -0.1% | 1% | -9%
Cc1cccc(-c2noc(-c3ccc(N4CCOCC4)c([N+](=O)[O-])c3)n2)c1 | -10%[10.9 µM] | -1.1% | -1% | -4%
COc1ccc(OCC(=O)N/N=C/c2ccsc2)cc1 | x | x | 20% | -6%
O=C(c1cc(-c2ccco2)on1)N1CCN(C(c2ccccc2)c2ccccc2)CC1 | -2% | u | 6% | 12%
CCS(=O)(=O)NCC(c1ccco1)N1CCN(c2ccc(F)cc2)CC1 (stereo unspecified) | 14%[10.9 µM] | -1.9% | -1% | 1%
O=C(c1cccc(F)c1)N1CCN(C(=O)c2nn3cccnc3c2Cl)CC1 | 5% | 3.8% | 12% | 8%
O=C(Cc1ccccc1)n1nc(-c2ccccc2)nc1NCc1ccco1 | -6% | 5.7% | -10% | 10%
CCC(=O)Nc1ccc2nc(SCCOc3cccc(C)c3)sc2c1 | 24%[10.9 µM] | 0.6% | -18% | -1%

# An excerpt of these results, field by field.
COC(=O)c1nnn(-c2nonc2N)c1CN1CCc2ccccc21
- Imprint erasure: -16%
- IkB sig inh: 2.8%
- p53ts 39C tox: 18%
- p53ts 32C kill: 27%
COc1cccc(C2c3c(oc4ccccc4c3=O)C(=O)N2CCCN2CCOCC2)c1 (stereo unspecified)
- Imprint erasure: -15%
- IkB sig inh: -2.5%
- p53ts 39C tox: -5%
- p53ts 32C kill: 4%
Cc1ccc(Cl)cc1N(C)C(=O)c1cc2c(Cl)nc3ccccc3c2s1
- Imprint erasure: -5%[10.9 µM]
- IkB sig inh: -0.8%
- p53ts 39C tox: -16%
- p53ts 32C kill: 13%
Nc1cc(C2CCCC2)nn1-c1ccccc1
- Imprint erasure: -84%[inhibitor]
- IkB sig inh: 1.2%
- p53ts 39C tox: u
- p53ts 32C kill: 13µM*

# (cont.)
molecule | Imprint erasure | IkB sig inh | p53ts 39C tox | p53ts 32C kill
C[C@@]12CC[C@@H]3[C@@H](CC[C@H]4C[C@@H](O)CC[C@]43C)[C@H]1CC[C@@H]2c1cc(C(F)(F)F)n[nH]1 | -4%[10.9 µM] | -0.6%[11.4 µM] | -30%[9.22 µM] | -5%[9.22 µM]
Cc1c(C(=O)Nc2ccc(-c3nnc4n3CCCCC4)cc2)oc2c1ccc1ccccc12 | x | x | -25% | 1µM*
CC1(c2ccc(Cl)cc2Cl)OCC(Cn2ccnc2)O1 (stereo unspecified) | -17% | 1.4% | -8% | -6%
COc1ccc(-c2nnc(SCC(=O)Nc3cccc(C(F)(F)F)c3)nc2-c2ccc(OC)cc2)cc1 | -14%[10.9 µM] | -1.5% | -4% | 25%
Cc1ccc(-c2cn3c(n2)sc2cc(C(=O)NC4CCCc5ccccc54)ccc23)cc1 (stereo unspecified) | -9%[10.9 µM] | 5.4% | -6% | 11%
CS(=O)(=O)N1CCC2(CCCN(Cc3cc(C(F)(F)F)cc(C(F)(F)F)c3)C2)CC1 | x | -0.2%[11.4 µM] | -7% | -4%
CCc1cnc2c(c1SC(C(C)=O)C(=O)N(C)C)c(=O)n(C)c(=O)n2C (stereo unspecified) | -4%[10.9 µM] | 0.6% | 0% | -8%
